Bioassay records deposited in PubChem BioAssay by several laboratories.
C-LANA FP: inhibitors of KSHV LANA C-terminal domain DNA binding | MBP-C-LANA/FAM-LBS DNA binding, fluorescence polarization | actives 0.078% (n = 340,000) | inhibition, % at 9 µM | AID 504423;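 active = highest replicate inhibition at or above 60% at 9 µM, even if other replicates fall short; inactive = all replicates below 60% inhibition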;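 note: 0% = neutral control wells and 100% = 4 µM acridine orange control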
Arr AP2 block: human beta-arrestin and AP2 interaction inhibition; inhibition, % at 10 µM; AID 504490; actives 0.31% (n = 340,000); FITC-arrestin peptide / GST-AP2 beads, flow cytometry; AP2 beta2 appendage carries R879A mutation;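 active = inhibition above a set limit, near 3 SD of compounds lacking own fluorescence, cut at about 54% in these data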;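 note: plate controls were DMSO wells for no effect and 5 µM unlabelled arrestin peptide for full effect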
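Test system: GST-tagged AP2 beta2-adaptin appendage (R879A) on 4 µm glutathione beads; also added: fluorescein-tagged arrestin peptide at 50 nM final; timing: 12 min plus 1 h, RT; signal: flow cytometry, FL1 (488/535 nm); read-out: percent drop in bead-associated FITC signal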
Keap1 Nrf2 FP: Keap1-Nrf2 (human) interaction inhibition. Q14145. Keap1 Kelch-Nrf2 peptide fluorescence polarization, 1536-well. inhibition, % at 9.4 µM. actives 0.15% (n = 340,000). AID 504523; in the data active = inhibition above about 12%;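 note: human Keap1 Kelch domain with fluorescein labeled Nrf2 9mer peptide probe; 0% = neutral control wells and 100% = peptide positive control; higher means more block of Keap1 binding to Nrf2 peptide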
Target sequence (Q14145 whole entry, looked up, the tested form may be a part): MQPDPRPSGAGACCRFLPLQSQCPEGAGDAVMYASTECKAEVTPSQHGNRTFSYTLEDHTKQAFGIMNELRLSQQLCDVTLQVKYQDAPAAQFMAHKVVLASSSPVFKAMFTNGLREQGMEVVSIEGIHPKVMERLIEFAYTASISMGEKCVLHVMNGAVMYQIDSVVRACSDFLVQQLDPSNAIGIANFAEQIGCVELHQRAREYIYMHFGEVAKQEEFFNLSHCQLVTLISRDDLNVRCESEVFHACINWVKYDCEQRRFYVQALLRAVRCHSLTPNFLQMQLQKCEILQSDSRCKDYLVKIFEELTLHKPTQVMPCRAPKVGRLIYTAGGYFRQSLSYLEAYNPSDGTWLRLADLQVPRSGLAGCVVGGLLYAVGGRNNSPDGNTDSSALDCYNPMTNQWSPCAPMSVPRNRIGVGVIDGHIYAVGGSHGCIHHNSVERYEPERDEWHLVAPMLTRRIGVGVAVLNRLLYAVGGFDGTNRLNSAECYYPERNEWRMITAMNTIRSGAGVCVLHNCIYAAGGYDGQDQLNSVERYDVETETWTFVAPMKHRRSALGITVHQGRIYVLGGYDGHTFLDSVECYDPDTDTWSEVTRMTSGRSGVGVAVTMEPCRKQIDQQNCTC
V-ATPase pH: regulators of yeast V-ATPase proton transport. response, % at 10 µM. S. cerevisiae, pHLuorin cytosolic pH fluorescence. actives 0.37% (n = 350,000); in the data active = response mostly above about 7.3%, no sharp cut-off; inactive = mostly below about 5.4%; note: actives read high; inactives centre near 0; some compounds called inactive have numbers as strong as hits; reference of the scale not given here
NSD2 inh: inhibitors of human histone methyltransferase NSD2 | O96028 | NSD2 peptide methylation, AlphaScreen, 120 min | inhibition, % at 12.5 µM | actives 0.54% (n = 310,000) | AID 743445; in the data active = inhibition above about 50%
DAGLB inh: diacylglycerol lipase beta (human) inhibition. Q8NCG7. inhibition, % at 5.17 µM. actives 0.059% (n = 340,000). HEK293T DAGLB membrane lysate, EnzChek fluorogenic substrate; in the data active = inhibition above about 34%;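 note: 0% = enzyme with vehicle and 100% = wells lacking enzyme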
Pemphigus Ab inh: inhibitors of pemphigus antibody binding to human desmoglein-3 | P32926 | actives 0.48% (n = 310,000) | binding (percent of control), % at 10 µM | DSG3-coupled beads, scFv-anti-DSG3-GFP binding, flow cytometry; hits give low values;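 active = binding more than 3 SD below its plate's average and above zero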;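 note: hits lower antibody fragment binding to DSG3; some compounds called inactive have numbers as strong as hits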
CAL PDZ FP-1: blocks peptide binding to the human CAL PDZ domain; inhibition, % at 24.9 µM; purified CAL PDZ, TMR-peptide fluorescence polarization, 1 h; actives 0.92% (n = 300,000); AID 602252; Q9HD26;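 active = mean inhibition of at least 30% with at least half of replicates also reaching 30%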;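 note: 0% = DMSO neutral control and 100% = excess unlabeled competitor peptide PRC23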
CAL PDZ FP-2: blocks peptide binding to human CAL PDZ domain; inhibition, % at 20 µM; AID 504414; actives 0.02% (n = 330,000); purified CAL PDZ, TMR-peptide fluorescence polarization, 1 h; Q9HD26;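 active = highest replicate inhibition of at least 40%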;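 note: plate controls were DMSO neutral control wells for no effect and unlabeled competitor peptide control wells for full effect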
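Assay system – tagged CAL PDZ protein CerCALP, purified · Timing – 1 h at RT · Compound – single point, 20 µM · Measured by – fluorescence polarization from S- and P-plane intensities, G-factor corrected · Evaluation – inhibition from polarization loss · Probe or stimulus – TMR reporter peptide T*-PRC34 · Buffer or medium – pH 7.4 phosphate-saline buffer, reducing agent, detergent, IgG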
RTF Ca sens inh: cardiac RTF calcium desensitization; P19429+P45379; IANBD-labeled cardiac RTF, Ca2+ fluorescence; inhibition, % at 7.15 µM; actives 0.12% (n = 340,000); AID 493244;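 active = inhibition above the mean inhibition of all tested compounds plus 3 SD, cut at about 17% in these data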;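 note: assay run at fixed EC70 calcium of 1.6 mM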
An asterisk follows results filed as active.

CCOC(=O)c1cnn(Cc2ccc(C)cc2)c1N was read as C-LANA FP 0.0, Arr AP2 block 3, Keap1 Nrf2 FP -1, V-ATPase pH 4, DAGLB inh -2, Pemphigus Ab inh 107, CAL PDZ FP-1 4, CAL PDZ FP-2 -1.7 and RTF Ca sens inh -15.
`COc1ccc(NC(=O)Nc2cnccn2)cc1` gave C-LANA FP 0.8, Arr AP2 block -16, Keap1 Nrf2 FP 5, V-ATPase pH -1, DAGLB inh 1, Pemphigus Ab inh 97, CAL PDZ FP-1 -4, CAL PDZ FP-2 -1.3 and RTF Ca sens inh -1.
Screening CCOP(=O)(NC12CC3CC(CC(C3)C1)C2)NC12CC3CC(CC(C3)C1)C2 returned C-LANA FP -0.4, Arr AP2 block -3, Keap1 Nrf2 FP -5, V-ATPase pH 0, NSD2 inh -3, DAGLB inh 0, CAL PDZ FP-2 -0.9 and RTF Ca sens inh -5.
Cc1ccc(CN2CCNC(=O)C2CC(=O)N(C)C(C2CC2)C2CC2)o1 (configuration not stated) was read as C-LANA FP 7.4, Arr AP2 block 41, Keap1 Nrf2 FP 6, V-ATPase pH 9, NSD2 inh 0, DAGLB inh -1, Pemphigus Ab inh 94, CAL PDZ FP-1 -3, CAL PDZ FP-2 -1.5 and RTF Ca sens inh -2.
O=C(Cc1cccc2ccccc12)N/N=C1\CCCc2ccccc21 was read as C-LANA FP -1.5, Arr AP2 block 10, Keap1 Nrf2 FP 2, V-ATPase pH 2, NSD2 inh 1, DAGLB inh -5, Pemphigus Ab inh 100, CAL PDZ FP-1 0, CAL PDZ FP-2 -2.4 and RTF Ca sens inh 1.
For CC1(C)CN(c2cccc(C#N)c2)C1=O the results were C-LANA FP 2.7, Arr AP2 block 1, Keap1 Nrf2 FP 0, V-ATPase pH -2, NSD2 inh 56*, DAGLB inh 0, Pemphigus Ab inh 102, CAL PDZ FP-1 -6, CAL PDZ FP-2 0.2 and RTF Ca sens inh -7.
Screening Cc1ccc2c(c1)N(CC(=O)NC1CCC(C)CC1)C(=O)c1cccnc1O2 (configuration not stated) returned C-LANA FP 0.7, Arr AP2 block 22, Keap1 Nrf2 FP -6, V-ATPase pH 0, DAGLB inh -4, Pemphigus Ab inh 106, CAL PDZ FP-2 0.2 and RTF Ca sens inh -6.
Screening Cc1ccccc1NC(=S)NCC1CCN(C(C)c2ccccc2)C1 (configuration not stated) returned C-LANA FP 0.6, Arr AP2 block 33, Keap1 Nrf2 FP 0, V-ATPase pH -1, NSD2 inh 2, DAGLB inh 1, Pemphigus Ab inh 105, CAL PDZ FP-1 5, CAL PDZ FP-2 -1.5 and RTF Ca sens inh 1.
O=C(CN1CCN(c2ccccn2)CC1)Nc1cc(C(F)(F)F)ccc1Cl was read as C-LANA FP -2.7, Arr AP2 block -10, Keap1 Nrf2 FP -6, V-ATPase pH 0, NSD2 inh 0, DAGLB inh -7, Pemphigus Ab inh 99, CAL PDZ FP-1 -4 and RTF Ca sens inh 2.
`Cc1csc(NC(=O)COCC(=O)O)c1-c1nc2ccccc2s1` gave C-LANA FP -2.1, Arr AP2 block 17, Keap1 Nrf2 FP -7, V-ATPase pH 0, NSD2 inh 11, Pemphigus Ab inh 98, CAL PDZ FP-1 -9 and CAL PDZ FP-2 -3.6.
O=C(O)CCCn1c(=S)[nH]c2c(sc3ccc([N+](=O)[O-])cc32)c1=O was read as C-LANA FP 1.7, Arr AP2 block 24, Keap1 Nrf2 FP 0, V-ATPase pH 0, NSD2 inh -1, DAGLB inh 1, Pemphigus Ab inh 104, CAL PDZ FP-1 3, CAL PDZ FP-2 -1.5 and RTF Ca sens inh -6.
`Cc1c(CCC(=O)NCCCn2ccnc2)c(=O)oc2cc3oc4c(c3cc12)CCCC4` gave C-LANA FP -2.2, Arr AP2 block 10, Keap1 Nrf2 FP -4, V-ATPase pH 4, DAGLB inh 2, Pemphigus Ab inh 91, CAL PDZ FP-1 0, CAL PDZ FP-2 0.4 and RTF Ca sens inh 1.
Screening Cc1ccc(NC(=O)COC(=O)CCC2CCCC2)cc1S(=O)(=O)N1CCOCC1 returned C-LANA FP 2.2, Arr AP2 block -8, Keap1 Nrf2 FP 1, V-ATPase pH 2, NSD2 inh 0, DAGLB inh -4, Pemphigus Ab inh 92, CAL PDZ FP-1 3, CAL PDZ FP-2 -0.8 and RTF Ca sens inh -2.
`Cc1ccc(C)c(N(CC(=O)N2CCCCCC2)S(C)(=O)=O)c1` gave C-LANA FP 2.1, Arr AP2 block 7, Keap1 Nrf2 FP 4, V-ATPase pH 0, NSD2 inh -2, DAGLB inh -1, Pemphigus Ab inh 99, CAL PDZ FP-2 -0.7 and RTF Ca sens inh -3.
`CCOC(=O)N1CCC(NC(=O)c2oc3c(C)c(C)ccc3c2C)CC1` gave C-LANA FP 0.0, Arr AP2 block -11, Keap1 Nrf2 FP -5, V-ATPase pH -3, NSD2 inh 4, DAGLB inh -9, Pemphigus Ab inh 112, CAL PDZ FP-1 -4, CAL PDZ FP-2 -2.3 and RTF Ca sens inh -12.
Screening O=C(NCCCN1CCc2ccccc2C1)Nc1ccc(Br)cc1 returned C-LANA FP -0.6, Arr AP2 block 10, Keap1 Nrf2 FP -1, V-ATPase pH -2, NSD2 inh 6, DAGLB inh 1, Pemphigus Ab inh 104, CAL PDZ FP-1 -1, CAL PDZ FP-2 -0.9 and RTF Ca sens inh -16.
`COc1ccc(CCN(C)Cc2ccc(C(=O)Nc3ccccc3)cc2)cc1OC` gave C-LANA FP -1.8, Arr AP2 block -2, Keap1 Nrf2 FP -3, V-ATPase pH 7, NSD2 inh 2, DAGLB inh -5, Pemphigus Ab inh 118, CAL PDZ FP-1 11, CAL PDZ FP-2 -2.5 and RTF Ca sens inh 3.
`Cc1ccc(C)c(NC(=O)COC(=O)c2ccc3c(c2)OCO3)c1` gave C-LANA FP -0.4, Arr AP2 block -11, Keap1 Nrf2 FP 1, V-ATPase pH 1, NSD2 inh -2, DAGLB inh -2, Pemphigus Ab inh 95, CAL PDZ FP-1 0, CAL PDZ FP-2 -1.7 and RTF Ca sens inh -5.
Screening CN(C(=O)c1cccc(C#N)c1)c1nnc(-c2ccncc2)s1 returned C-LANA FP 0.4, Arr AP2 block -5, Keap1 Nrf2 FP 1, V-ATPase pH -2, NSD2 inh 1, DAGLB inh 3, CAL PDZ FP-1 0, CAL PDZ FP-2 -2.3 and RTF Ca sens inh -12.
For CC1CN(C(=O)c2ccc(NS(=O)(=O)c3ccc(F)c(F)c3)cc2)CC(C)O1 (configuration not stated) the results were C-LANA FP -0.7, Arr AP2 block 56*, Keap1 Nrf2 FP -4, V-ATPase pH 3, NSD2 inh -1, DAGLB inh 0, Pemphigus Ab inh 76, CAL PDZ FP-1 -5, CAL PDZ FP-2 -2.4 and RTF Ca sens inh -24.
`O=C(/C=C/c1ccccc1)Nc1ccc(S(=O)(=O)N2CCOCC2)cc1` gave C-LANA FP -1.9, Arr AP2 block 4, Keap1 Nrf2 FP -7, V-ATPase pH -1, NSD2 inh -2, DAGLB inh 0, CAL PDZ FP-1 -3, CAL PDZ FP-2 -4.1 and RTF Ca sens inh -10.
`Cc1ccc([N+](=O)[O-])cc1-c1ccc(/C=N/NC(=O)CN2CCOCC2)o1` gave C-LANA FP -1.5, Arr AP2 block 34, Keap1 Nrf2 FP -3, V-ATPase pH 0, NSD2 inh 7, DAGLB inh -1, Pemphigus Ab inh 106, CAL PDZ FP-1 -3, CAL PDZ FP-2 -0.6 and RTF Ca sens inh -12.
For CCn1c(C)nc2cc(C(=O)NNC(=O)c3ccc(C)cc3)ccc21 the results were C-LANA FP -1.6, Arr AP2 block -7, Keap1 Nrf2 FP -6, V-ATPase pH -2, NSD2 inh -2, DAGLB inh 1, Pemphigus Ab inh 104, CAL PDZ FP-1 -6, CAL PDZ FP-2 -0.6 and RTF Ca sens inh 7.
Cc1ccc(-c2nnn(CC(=O)NCC3COCCO3)n2)o1 (configuration not stated) was read as C-LANA FP 1.1, Arr AP2 block -2, Keap1 Nrf2 FP -1, V-ATPase pH 3, NSD2 inh -1, DAGLB inh 0, Pemphigus Ab inh 102, CAL PDZ FP-1 -7, CAL PDZ FP-2 -2.9 and RTF Ca sens inh -6.
`COc1cc(/C=N/NS(=O)(=O)c2ccc(C(C)(C)C)cc2)cc([N+](=O)[O-])c1O` gave C-LANA FP 1.5, Arr AP2 block 0, Keap1 Nrf2 FP -4, V-ATPase pH 1, NSD2 inh 9, DAGLB inh 13, Pemphigus Ab inh 104, CAL PDZ FP-1 -2, CAL PDZ FP-2 0.1 and RTF Ca sens inh -5.
C=C(C)Cn1c(C2CC(=O)N(Cc3ccccc3)C2)nc2ccccc21 (configuration not stated) was read as C-LANA FP -2.3, Arr AP2 block 13, Keap1 Nrf2 FP -4, V-ATPase pH -3, DAGLB inh 4, Pemphigus Ab inh 98, CAL PDZ FP-2 -0.9 and RTF Ca sens inh -11.
Screening COc1ccc(CC(=O)NCc2ccc3c(c2)OCO3)cc1 returned C-LANA FP 0.6, Arr AP2 block -1, Keap1 Nrf2 FP 5, V-ATPase pH 1, NSD2 inh 0, DAGLB inh 0, Pemphigus Ab inh 104, CAL PDZ FP-1 -1, CAL PDZ FP-2 0.2 and RTF Ca sens inh -5.
Screening CCOC(=O)c1c(C)oc2ccc(OCC(N)=O)cc12 returned C-LANA FP 1.5, Arr AP2 block -7, Keap1 Nrf2 FP -3, V-ATPase pH 4, NSD2 inh 0, DAGLB inh -1, Pemphigus Ab inh 105, CAL PDZ FP-1 -7, CAL PDZ FP-2 -2.6 and RTF Ca sens inh -3.
For CCOC(=O)C1=C(C)Nc2nnnn2C1c1cccc(OC)c1OC (configuration not stated) the results were C-LANA FP 2.9, Arr AP2 block 6, Keap1 Nrf2 FP -3, V-ATPase pH -1, NSD2 inh 10, DAGLB inh 0, Pemphigus Ab inh 103, CAL PDZ FP-1 0, CAL PDZ FP-2 -1.0 and RTF Ca sens inh 3.
Screening Cc1ccc(-c2cc(-c3ccccc3[N+](=O)[O-])[nH]n2)c(O)c1 returned C-LANA FP -1.8, Arr AP2 block 8, Keap1 Nrf2 FP -6, V-ATPase pH 2, NSD2 inh 1, DAGLB inh 0, Pemphigus Ab inh 109, CAL PDZ FP-2 -0.7 and RTF Ca sens inh -19.
For CN(CCOc1ccccc1)C(=O)C1CCN(C(=O)c2ccc(Cl)cc2)CC1 the results were C-LANA FP 0.2, Arr AP2 block 6, Keap1 Nrf2 FP -2, V-ATPase pH -2, NSD2 inh -2, DAGLB inh 0, Pemphigus Ab inh 104, CAL PDZ FP-1 -1, CAL PDZ FP-2 0.1 and RTF Ca sens inh -8.

An excerpt, so the mix of outcomes need not match the whole.
